Bioassay records: PubChem BioAssay, several laboratories
G6PDH CS – counter-screen for G6PDH assay hits: L. mesenteroides G6PDH inhibition; Purified L. mesenteroides G6PDH, diaphorase/resazurin coupled fluorescence, 45 min; inhibition, % at 5 µM; hit rate 0.12% among 200,000; AID 1020; in the data active means inhibition above about 50%
FLuc stim CS – affects firefly luciferase, flagging false hits in luciferase stimulation screens. P08659. ATPlite luciferase biochemical, luminescence, 10 min; 0 = ATP-free wells, 1 = DMSO control. activation factor at 10 µM. 200,000 tested, under 10 active. AID 1027;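 active means luciferase activation factor, scaled between plate controls, of at least 2 with compound at 10 µM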
Target sequence (P08659 whole entry, looked up): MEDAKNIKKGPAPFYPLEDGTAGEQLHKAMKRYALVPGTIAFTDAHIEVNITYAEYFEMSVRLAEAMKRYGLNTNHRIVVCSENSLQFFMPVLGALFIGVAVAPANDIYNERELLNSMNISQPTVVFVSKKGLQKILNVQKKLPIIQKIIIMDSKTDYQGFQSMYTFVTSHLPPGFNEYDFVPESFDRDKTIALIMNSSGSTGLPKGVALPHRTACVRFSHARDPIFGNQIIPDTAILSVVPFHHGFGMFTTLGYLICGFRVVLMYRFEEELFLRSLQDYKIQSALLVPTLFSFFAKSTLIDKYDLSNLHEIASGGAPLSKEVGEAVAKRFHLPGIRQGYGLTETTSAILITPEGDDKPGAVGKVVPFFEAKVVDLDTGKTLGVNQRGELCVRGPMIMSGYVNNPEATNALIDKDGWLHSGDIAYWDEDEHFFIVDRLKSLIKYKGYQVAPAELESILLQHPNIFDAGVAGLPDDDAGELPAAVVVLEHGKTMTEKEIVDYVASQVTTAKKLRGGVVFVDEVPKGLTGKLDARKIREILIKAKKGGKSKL
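Material: Luciferase/luciferin reagent mix; Doses: test compounds dosed from 2 mM stocks in 100% DMSO; Schedule: 10 min incubation after luciferase reagent addition, room temperature; Measured by: luminescence from luciferase reaction; Read-out: luminescence gain marking luciferase activators.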
Diaph inh CS – counter-screen for diaphorase-based assays: diaphorase inhibitors and chemical oxidizers; hit rate 0.69% among 190,000; diaphorase resazurin-to-resorufin fluorescence, NADH, 16 min; bacterial (C. kluyveri) enzyme, not human; inhibition, % at 20 µM;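 active means primary screen inhibition at 20 µM above a set limit, cut at about 50% in these data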;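 further: plate controls were DMSO with full reaction for no effect and wells lacking NADH for full effect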
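Assay system: diaphorase enzyme from Clostridium kluyveri; Input: enzyme working solution with 0.14 U/mL diaphorase; Timing: 16 min at room temperature; Technique: resorufin fluorescence, excitation 544 nm, emission 590 nm; Benchmarks: positive control minus NADH, DMSO neutral control.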
Diaph act CS – diaphorase activation or chemical reduction counter-screen | Diaphorase/resazurin coupled assay, resorufin fluorescence, 16 min; hits give high values; 1 = vehicle wells, 0 = NADH-free wells | activation factor at 20 µM | hit rate 0.005% among 190,000 | AID 1229;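 active means diaphorase activity raised at least twofold by the compound at 20 µM; inactive means activation factor below 2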
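Material: bacterial diaphorase enzyme (C. kluyveri); amount: enzyme 0.07 U/mL final; reagent: NADH substrate 0.114 mM plus resazurin dye 0.1 mM, final; doses: single compound dose of 20 µM, 1% DMSO final; timing: 16 min enzyme reaction, ambient temperature; measured by: fluorescence of resorufin, 544 nm excitation, 590 nm emission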
PMI act satM6P – activators of human phosphomannose isomerase at near-saturating mannose 6-phosphate. coupled PMI enzyme assay, resazurin fluorescence, 20 min; hits give high values; 1 = untreated enzyme, 0 = substrate-free blank. P34949. hit rate 0.34% among 190,000. activation factor at 20 µM;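 active means activation factor of 2 or more at 20 µM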
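Test system: human phosphomannose isomerase with PGI, G6PDH, diaphorase coupling enzymes; Amount: PMI at 15 ng/mL final; Reagent: Mannose-6-phosphate 1.0 mM (near-saturating) plus 0.22 mM NADP+; Timing: 20 min, room temperature; Technique: resorufin fluorescence at Ex 544/Em 590 nm; Dosing: 20 µM single dose.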
PMI act – activators of human phosphomannose isomerase; P34949; hit rate 0.005% among 190,000; activation factor at 20 µM; purified human PMI, coupled resazurin fluorescence, 20 min; hits give high values; 1 = vehicle control, 0 substrate-free wells;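 active means activation factor of 2 or more at 20 µM, relative to plate controls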
TNAP inh no acc – inhibitors of human TNAP without phosphate acceptor. AID 1012. inhibition, % at 20 µM. purified TNAP, CDP-star luminescence, 30 min. hit rate 0.26% among 200,000;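 active means tissue-nonspecific alkaline phosphatase inhibition above about 50% at 20 µM in the single-dose screen, limit read from the data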;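 further: 0% = DMSO negative control and 100% = EDTA positive control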
Target sequence (P05186 whole entry, looked up): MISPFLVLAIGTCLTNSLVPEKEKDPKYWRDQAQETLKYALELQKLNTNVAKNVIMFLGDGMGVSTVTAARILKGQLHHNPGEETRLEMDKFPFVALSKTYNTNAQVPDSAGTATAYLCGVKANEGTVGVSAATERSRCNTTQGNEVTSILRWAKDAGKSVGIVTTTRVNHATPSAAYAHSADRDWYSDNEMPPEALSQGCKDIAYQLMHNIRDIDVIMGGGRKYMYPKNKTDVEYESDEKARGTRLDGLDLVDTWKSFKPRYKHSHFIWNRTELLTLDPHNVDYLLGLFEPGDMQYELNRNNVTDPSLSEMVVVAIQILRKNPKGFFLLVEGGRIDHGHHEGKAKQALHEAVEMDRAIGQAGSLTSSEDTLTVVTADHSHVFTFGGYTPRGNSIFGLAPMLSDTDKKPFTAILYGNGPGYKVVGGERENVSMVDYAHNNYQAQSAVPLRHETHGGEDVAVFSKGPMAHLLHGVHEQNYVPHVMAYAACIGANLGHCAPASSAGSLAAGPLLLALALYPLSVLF
Efa HMGR inh – blocks class II HMG-CoA reductase of Enterococcus faecalis; purified E. faecalis HMGR, NADPH absorbance 340 nm kinetic; inhibition, % at 10 µM; hit rate 0.41% among 190,000;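 active means inhibition above a set limit, the median over all tested compounds plus 3 SD, cut at about 9.5% in these data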;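 further: enzyme runs in reverse so mevalonate oxidation gives rising NADPH absorbance; 0% = complete reaction with DMSO and 100% = background rate lacking mevalonate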
TNAP act hi DEA – activators of human TNAP at high phosphate acceptor concentration | P05186 | purified TNAP, CDP-star luminescence, 1 M DEA, 30 min; hits give high values; 0 = EDTA background, 1 = DMSO-only activity | activation factor at 20 µM | 200,000 tested, under 10 active | AID 1136;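 active means activation factor at least 2 at 20 µM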
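Dosing: 20 µM single point. System: human TNAP. Amount: TNAP 1/800 final. Incubation: 30 min, room temperature. Read-out: TNAP activation factor scaled between EDTA and DMSO control wells. Signal: luminescence from CDP-star hydrolysis. Medium: 1 M DEA, pH 9.8, Mg2+, Zn2+. Control set: EDTA negative control, DMSO positive control.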
TNAP inh hiacc – inhibitors of human TNAP at high phosphate acceptor concentration; P05186; AID 1135; hit rate 0.03% among 200,000; purified TNAP, CDP-star luminescence, 1 M DEA; inhibition, % at 20 µM;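 active means over 50% inhibition of tissue-nonspecific alkaline phosphatase at 20 µM in the single-dose screen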;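 further: plate controls were DMSO wells for no effect and EDTA-quenched wells as full inhibition for full effect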
* hit, by the source's call; . = no result given.

SMILES	G6PDH CS	FLuc stim CS	Diaph inh CS	Diaph act CS	PMI act satM6P	PMI act	TNAP inh no acc	Efa HMGR inh	TNAP act hi DEA	TNAP inh hiacc
CC(=O)Nc1ccc2nc(CN3CCN(CC=C(C)C)C(CCO)C3)ccc2c1 (configuration not stated)	9	1	-10	1.1	0.8	0.9	-6	1	1	-3
COc1ccccc1NC(=O)N(Cc1ccccc1)C1=NCC(C)S1 (configuration not stated)	-7	1.1	14	0.9	0.9	0.9	-8	-4	1.1	-5
COc1cccc(N2CCN(C3C4CC5CC(C4)CC3C5)CC2)c1 (configuration not stated)	3	1	1	1	0.9	0.9	-6	3	1	-3
O=C(NCC1CCCO1)C1CCCN1C(=O)Nc1ccc(Cl)cc1 (configuration not stated)	5	1	-15	1.1	1.1	1.1	-10	4	1.1	-7
O=C(Nc1ccccc1)ON=C1CCCC1	10	0.9	13	0.9	1	0.9	-10	-10	1.1	-5
O=C(Cn1cnc2nc3n(c2c1=O)CCC3)NCc1ccccc1	-1	1	9	0.9	1	1.1	-9	3	1.1	-6
COc1cc2c(cc1OC)CN(CC(=O)NC(=O)NC(C)(C)C)CC2	0	1.1	15	0.8	0.9	1	-9	-4	1	-4
O=C(O)/C=C/c1cn(Cc2ccccc2)nc1-c1ccccc1	8	1	11	0.9	1	1	-12	-6	1.1	-7
CNC(=O)C(=O)NCCN1CCN(C(=O)c2ccc([N+](=O)[O-])cc2)CC1	18	0.9	8	0.9	1	0.9	-3	-1	1.1	-6
Cc1cccc(C(CC(=O)N2CCCC2)c2ccccc2)c1O (configuration not stated)	9	1.1	14	0.9	1	1.1	0	-5	1.1	-8
Cc1ccc(-c2noc(CN3CCCCC3)n2)cc1	-2	1	1	1	1.1	1.1	6	1	1	1
O=C1CSC(c2cn(-c3ccccc3)nc2-c2cccs2)N1CC1CCCO1 (configuration not stated)	-13	1	24	0.8	0.8	0.8	-12	-5	1	-2
O=C1c2ccccc2C(Nc2cccnc2)N1Cc1ccccc1 (configuration not stated)	-5	1.1	24	0.8	1	1	-21	2	1.1	-8
Cc1cc(C)c(S(=O)(=O)/N=C2/C=C(Sc3ncn[nH]3)C(=O)c3ccccc32)cc1C	51*	0.9	50	0.5	0.1	0	48	6	1	2
N#Cc1c(N2CCCCC2)nc(N)c2c(N)nc3c(c12)CC(c1ccccc1)O3 (configuration not stated)	8	1.1	40	0.6	0.4	0.7	-11	-1	1.1	-6
OCCN1CCN(C(=S)Nc2ccc(Oc3ccccc3)cc2)CC1	5	1	-1	1	1.1	1	-9	3	1	-4
CC(C)(C)NCC(O)COc1c(F)cc(Br)cc1F (configuration not stated)	-3	1.1	11	0.9	1	0.9	-5	-1	1	-2
CCN1CCN(CC(O)COc2ccc(C(C)=O)cc2)CC1 (configuration not stated)	10	1.1	27	0.7	0.9	1	-15	-7	1.1	-9
Cc1ccc(-c2nnn(CC(=O)N3CCCc4ccccc43)n2)cc1	6	1.1	23	0.8	0.9	1	-2	6	1.1	-9
COc1ccc(CNC(=O)CN(Cc2ccc(C)cc2)S(=O)(=O)c2ccc(Cl)cc2)cc1	0	1	20	0.8	0.9	0.9	-4	-3	1	-3
O=C(Nc1ccc(N2CCN(C(=O)c3ccc(Cl)cc3)CC2)cc1)c1cccnc1	-27	1	15	0.9	0.9	0.8	-8	0	1.1	-6
OC(CNC1CCCCC1)CNC1CCCCC1	3	1.1	2	1	1	1.1	-10	-2	1.1	-6
Cc1ccc(N(CC(=O)NCCSCc2ccco2)S(C)(=O)=O)cc1	20	1	7	0.9	0.9	1	-4	-2	1	-1
O=C(NNc1ccc(C(F)(F)F)cc1[N+](=O)[O-])c1ccc(NS(=O)(=O)c2ccc(F)cc2)cc1	17	0.9	24	0.8	0.8	0.8	28	-2	0.6	40
COc1ccc(N/N=C(\C=N\O)C(=O)c2ccc(OC)cc2)cc1	2	1.1	12	0.9	1.4	1.2	-8	-3	0.9	6

The listing continues:
SMILES	G6PDH CS	FLuc stim CS	Diaph inh CS	Diaph act CS	PMI act satM6P	PMI act	TNAP inh no acc	Efa HMGR inh	TNAP act hi DEA	TNAP inh hiacc
CCNc1nc(N)nc(-c2cc(Cl)ccc2O)n1	-4	0.4	14	0.9	0.9	0.9	-8	-2	1	0
Nc1c2c(=O)oc(-c3ccccc3)cc2nn1-c1ccccc1	3	0.8	12	0.9	0.9	0.9	-9	-6	1	-4
Cc1c(NC(=O)C(C)OC(=O)/C=C/c2ccccc2)c(=O)n(-c2ccccc2)n1C (configuration not stated)	-2	1.1	5	1	1.1	1.2	-10	-4	1	-3
COc1ccc(Nc2ncnc3scc(-c4ccc(OC)cc4)c23)cc1	0	1	23	0.8	0.8	0.8	-6	-4	1.1	-5
COc1ccc(NC(=O)c2cc(-c3ccccc3)oc2C)cc1	7	1	13	0.9	0.9	0.9	-8	5	1.1	-6
COc1ccc(/C=N\NC(=O)c2cc(O)c(O)c(O)c2)cc1CN1CCN(c2ccc(F)cc2)CC1	-20	1	63*	0.4	0.5	0.4	-21	3	0.9	9
O=C(CN1CCN(Cc2ccccc2)CC1)N=Nc1c(O)[nH]c2ccccc12	-17	1	15	0.8	1	0.8	-19	4	0.9	6
CCCCn1c(SCC(=O)NC(C)CC)nc2ccc(N3CCOCC3)cc2c1=O (configuration not stated)	38	1	33	0.7	0.7	0.9	-3	-2	1	2
O=c1c(S(=O)(=O)c2ccc(Cl)cc2)cn(Cc2ccccc2F)c2ccc(F)cc12	3	1	5	0.9	0.9	0.9	-2	-8	1	-1
CCc1ccccc1NC(=O)CN(C)C(=O)Cn1cc(C(F)(F)F)cc(Cl)c1=O	7	1.1	-12	1.1	1.1	1.1	-10	-1	1.1	-6
CC1(c2ccc(Cl)cc2)NC(=O)N(CC(=O)NC(=O)NCc2ccco2)C1=O (configuration not stated)	-1	1.1	18	0.8	1	0.9	-5	-4	1.1	-7
C=CCn1c(SCC(=O)c2cc(C)n(CC3CCCO3)c2C)nnc1-c1ccccc1 (configuration not stated)	-1	1	6	0.9	0.9	1	-10	-4	1	1
Cc1ccc(/C=N/N2CCN(Cc3ccccc3)CC2)s1	1	1	0	1	1	0.9	-7	-7	1	-4
CN(CCC#N)C(=O)COC(=O)c1cccnc1Nc1ccccc1F	2	1.1	4	1	1	1.1	-11	-8	1	-3
CC1(C)CSC(=S)N1S(=O)(=O)c1ccccc1	4	1.1	12	0.9	0.9	0.9	-4	-4	1	-3
COc1cccc(CNC(=O)Cc2c(C(=O)O)[nH]c3ccccc23)c1	3	1.1	11	0.9	1.1	1	-12	-5	1.1	-6
COc1ccc(/C=C/C(=O)c2cc(Br)ccc2O)cc1OC	0	1.1	23	0.8	0.9	0.9	0	-5	1	0
Cc1c(C(=O)OCC(C)(C)CN(C)C)oc2ccccc12	22	0.8	9	0.9	0.9	0.9	-11	-1	1	-3
Cc1nn(CC#N)c(=O)n1-c1ccc(F)cc1	1	1.1	23	0.8	1	1	-10	-9	1.1	-6
COc1ccc(CN(C)CC(=O)Nc2cccc(S(N)(=O)=O)c2)c(OC)c1OC	16	1	12	0.9	0.9	1	6	-1	0.9	12
Cn1cnnc1SCC(=O)NCc1ccccc1	-1	1	12	0.9	1.2	1.2	-14	2	1	-2
CC(C)(C)C(=O)NC(NC(=O)C(C)(C)C)c1ccc([N+](=O)[O-])cc1	2	1	8	0.9	1	1.1	-9	-2	1.1	-5
Cc1ccc(-c2noc(CN(C(=O)CCCCCN3C(=O)c4ccccc4C3=O)C(C)C)n2)cc1	5	1	13	0.9	0.9	0.8	3	-7	1	3
CCOC(=O)C1=C(O)/C(=C/c2cc(OC)c(OC)c(OC)c2)SC1=Nc1ccc(OC)cc1	0	1.1	8	0.9	1	1	-12	2	1	3
O=C(COc1ccccc1C(=O)c1cnn(-c2ccccc2)c1)Nc1ccc2ccccc2c1	-22	0.6	18	0.8	0.9	0.7	-8	1	1	-2

A draw from above in order of heavy-atom count, falling:
SMILES	G6PDH CS	FLuc stim CS	Diaph inh CS	Diaph act CS	PMI act satM6P	PMI act	TNAP inh no acc	Efa HMGR inh	TNAP act hi DEA	TNAP inh hiacc
Cc1ccc(-c2noc(CN(C(=O)CCCCCN3C(=O)c4ccccc4C3=O)C(C)C)n2)cc1	5	1	13	0.9	0.9	0.8	3	-7	1	3
CCOC(=O)C1=C(O)/C(=C/c2cc(OC)c(OC)c(OC)c2)SC1=Nc1ccc(OC)cc1	0	1.1	8	0.9	1	1	-12	2	1	3
CCCCn1c(SCC(=O)NC(C)CC)nc2ccc(N3CCOCC3)cc2c1=O (configuration not stated)	38	1	33	0.7	0.7	0.9	-3	-2	1	2

The list goes on:
SMILES	G6PDH CS	FLuc stim CS	Diaph inh CS	Diaph act CS	PMI act satM6P	PMI act	TNAP inh no acc	Efa HMGR inh	TNAP act hi DEA	TNAP inh hiacc
Cc1nn(-c2ccccc2)c(-n2cccc2)c1C(=O)O	-8	1	10	0.9	1	1	-9	-4	1	-3
Cc1sc2nc3n(c(=O)c2c1C)Cc1ccccc1-3	0	0.8	10	0.9	0.9	1	-8	.	1.1	-6
COc1ccc(S(=O)(=O)NN(C)c2ncc(C(F)(F)F)cc2Cl)cc1	-2	1	4	1	1	1	-4	0	1	3
Cc1ccc2c(c1)N(CCCC(=O)NCc1cccnc1)C(=O)CO2	14	1.1	13	0.9	1	0.9	-2	0	1	0
CCCCc1cc(=O)oc2c(CN(C)C)c(O)c(Cl)cc12	10	1	1	1	1	1	-15	-3	1	-2
CCCCn1c(=O)[nH]c(=O)c2c1nc(-c1ccc(C#N)cc1)n2C1CCCC1	-2	1.1	13	0.9	1	1	-14	-3	1.1	-7
Cc1cc(C)c(C#N)c(SCc2cn3c(C)cccc3n2)n1	25	1	6	0.9	1.2	1.1	-24	-5	1	-4
CCOC(=S)SCC(=O)Nc1nc(-c2ccc(Br)cc2)cs1	-19	1	9	0.9	1	1	-13	-1	0.9	6
CC1=[N+](C)c2ccc3ccccc3c2C1(C)C	5	1	32	0.7	0.8	0.2	-141	-4	1.1	-7
CCN(CC)CCNC(=O)c1ccc(CS(=O)(=O)c2ccc(Br)cc2)o1	10	1	-13	1.1	1.1	1.2	0	-2	1	-4
CCSc1nnc(NC(=O)c2cc(-c3ccc(C)c(C)c3O)n[nH]2)s1	-5	1	4	1	1	1	-99	-8	0.9	5
CNC(=S)NNC(=O)c1sccc1OCc1ccc(Cl)cc1Cl	0	1	6	0.9	1	1	-3	1	1	4

This is a random part of the collection; any-hit rate near 1.7%.
